Screening results (PubChem)
CSN inh = CSN deneddylation inhibition; 360,000 tested, 0.38% active; Purified CSN, SCF-Nedd8-OG deneddylation, fluorescence polarization; AID 651999; Q92905; inhibition, % at 12.5 µM;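 active = pattern-corrected inhibition above about 35%, with an unprinted fluorescence ratio check between 0.5 and 1.5, limit read from the data, passing the limit was not always enough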;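 note: 0% = enzyme with substrate and 100% = substrate without enzyme; some results filed as inactive read as strong as hits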
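Assay system: Purified human Csn5 enzyme expressed in HEK293T cells | Amount: Enzyme 0.24 nM | Measured by: Fluorescence polarization readout | Medium: Tris/NaCl/DTT buffer, pH 7.5 | Compound dosing: One concentration, 12.5 µM, 0.25% DMSO | Times: 90 min incubation of compound, enzyme and substrate at room temperature | Control set: no-enzyme wells high, enzyme-with-substrate wells low | Read-out: % inhibition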
STEP inh = inhibitors of human striatal-enriched phosphatase STEP; recombinant STEP, OMFP fluorogenic substrate, fluorescence; inhibition, % at 20 µM; P54829; 360,000 tested, 0.25% active;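 active = inhibition at 20 µM, scaled per plate between control wells, above about 37%, limit read from the data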;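 note: 0% = DMSO with enzyme and substrate and 100% = substrate only without enzyme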
Target sequence (P54829 whole entry, looked up): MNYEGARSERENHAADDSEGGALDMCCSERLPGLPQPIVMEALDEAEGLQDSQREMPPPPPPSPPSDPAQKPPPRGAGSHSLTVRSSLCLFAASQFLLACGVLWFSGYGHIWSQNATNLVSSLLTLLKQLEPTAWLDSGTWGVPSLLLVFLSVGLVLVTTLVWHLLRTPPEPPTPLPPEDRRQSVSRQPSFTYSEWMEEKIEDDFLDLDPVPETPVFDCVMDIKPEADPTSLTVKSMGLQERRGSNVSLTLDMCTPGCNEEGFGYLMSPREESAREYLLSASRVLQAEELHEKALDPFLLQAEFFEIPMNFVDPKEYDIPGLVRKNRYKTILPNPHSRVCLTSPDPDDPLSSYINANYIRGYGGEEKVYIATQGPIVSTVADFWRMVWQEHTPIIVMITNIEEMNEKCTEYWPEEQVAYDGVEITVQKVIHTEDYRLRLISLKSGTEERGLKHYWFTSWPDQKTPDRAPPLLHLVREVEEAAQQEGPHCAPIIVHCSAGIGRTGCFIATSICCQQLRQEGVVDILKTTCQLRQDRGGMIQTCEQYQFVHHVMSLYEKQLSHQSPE
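Material: STEP (striatal-enriched tyrosine phosphatase) enzyme, cell-free; Compound dosing: 20 µM single dose in 1% DMSO; Technique: fluorescence read at 480 nm ex / 540 nm em; Times: reaction 20 min, ambient temperature; Medium: 50 mM Bis-Tris pH 6.0 with 2.5 mM DTT and 0.005% Tween 20; Also added: OMFP at 25 µM.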
Rin1 Abl inh = inhibitors of human Rin1-Abl protein interaction; 360,000 tested, 0.4% active; TR-FRET Rin1/Abl binding, biochemical; AID 588664; P00519+Q13671; inhibition, % at 7.35 µM; in the data active = inhibition above about 5%, passing the limit was not always enough
DNMT1 block = blocks human DNA methyltransferase DNMT1. AID 588458. 360,000 tested, 0.83% active. DNMT1 molecular beacon, Hinp1I cleavage, fluorescence. inhibition (reported as % activation of signal), % at 10 µM; in the data active = inhibition above about 50%
Scp1 inh = blocks human Scp-1 phosphatase activity. Q9GZU7. Recombinant Scp1, phosphopeptide, malachite green phosphate absorbance. inhibition, % at 20 µM. 340,000 tested, 0.88% active;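 active = inhibition above about 50% at 20 µM, limit read from the data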;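 note: plate controls were DMSO wells with enzyme for no effect and wells lacking enzyme for full effect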
Target sequence (Q9GZU7 76-261 limits assumed): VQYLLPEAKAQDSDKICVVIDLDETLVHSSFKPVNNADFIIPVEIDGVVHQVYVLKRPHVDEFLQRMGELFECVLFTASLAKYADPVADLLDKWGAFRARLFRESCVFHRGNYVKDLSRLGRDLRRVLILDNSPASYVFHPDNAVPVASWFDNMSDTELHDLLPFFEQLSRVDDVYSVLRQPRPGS
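Times: enzyme reaction 45 min at room temperature, colour 5 min, stabilisation 30 min. Material: SCP-1 catalytic fragment, aa 76-261. Medium: Acidic Tris acetate buffer with magnesium and detergent. Signal: colorimetric free-phosphate detection, absorbance 630 nm. Read-out basis: % inhibition of SCP-1 phosphate liberation. Reagent: Phosphorylated 17-residue peptide substrate.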
SUMO1-SIM PPI = modulators of human SUMO1-mediated protein-protein interactions. P63165. SUMO1 binding to a labelled peptide, TR-FRET, 1 h. inhibition, % at 20 µM. 360,000 tested, 0.33% active; in the data active = inhibition above about 37%
Target sequence (P63165 whole entry, looked up): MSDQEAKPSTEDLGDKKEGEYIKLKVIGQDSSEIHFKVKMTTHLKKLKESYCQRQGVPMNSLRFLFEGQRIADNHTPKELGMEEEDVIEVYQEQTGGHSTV
Rpn11 inh = Rpn11 (human) deubiquitinase inhibition; O00487; human 26S proteasome, Ub4-pepOG fluorescence polarization; 20S core pre-blocked with epoxomicin; calls only at 20 µM; 360,000 tested, 0.59% active; AID 588493;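 active = inhibition at 20 µM, scaled to each plate's controls, above about 33%, limit read from the data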
NadD inh = inhibitors of Staphylococcus aureus NadD. purified NadD enzyme, colorimetric absorbance read-out. inhibition, % at 20 µM. 360,000 tested, 0.78% active. AID 602399; in the data active = inhibition above about 26%; note: some compounds past the cut are filed as inactive
Neddyl block = cullin neddylation inhibition. calls only at 25 µM. AID 651699. P61081+Q13564. TR-FRET cullin neddylation, biochemical. 360,000 tested, 0.58% active; in the data active = inhibition above about 36%
LMPTP block = LMPTP (human) inhibition; 360,000 tested, 0.22% active; recombinant LMPTP-A, OMFP fluorogenic substrate, fluorescence intensity; inhibition, % at 20 µM; P24666;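 active = compounds that cut the enzyme signal by at least half of the control window in the single-dose screen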;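 note: plate controls were DMSO wells with enzyme plus substrate for no effect and substrate without enzyme for full effect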
Target sequence (P24666 whole entry, looked up): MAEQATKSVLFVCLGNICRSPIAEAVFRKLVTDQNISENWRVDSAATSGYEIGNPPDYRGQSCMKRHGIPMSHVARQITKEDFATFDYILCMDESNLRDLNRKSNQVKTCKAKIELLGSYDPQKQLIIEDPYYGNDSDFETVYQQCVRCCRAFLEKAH
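Test system – LMPTP-A enzyme · Amount – LMPTP-A at 0.625 nM final in the reaction · Buffer or medium – Bis-Tris pH 6.0, DTT, detergent · Reagent – OMFP 400 µM · Doses – single 20 µM dose · Schedule – reaction 50 min, room temperature, dark · Detection – fluorescence intensity of OMFP turnover product · Evaluation – percent inhibition versus substrate-only and uninhibited controls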
* = called active by the depositor; i = inactive; nt = not tested or not shown; + = active, no number; & = joins results of further samples.

SMILES | CSN inh | STEP inh | Rin1 Abl inh | DNMT1 block | Scp1 inh | SUMO1-SIM PPI | Rpn11 inh | NadD inh | Neddyl block | LMPTP block
Cc1ccc(S(=O)(=O)N2CCN(C(=O)COC(=O)COc3ccccc3C(C)C)CC2)c(C)c1 | 0 | 0 | -2 | -5 | 8 | -1 | i | -5 | i | 2.9
CCN1C(=O)CC(Sc2ccccc2C(=O)O)C1=O (centres undefined) | -3 | -4 | 4 | 1 | -6 | -1 | i | -2 | i | -0.4
N[C@@H](Cc1ccc(O)cc1)c1nnc([C@H](CO)NC(=O)C2CCNCC2)o1 | -5 | -1 | 2 | 0 | -7 | 2 | i | 5 | i | -6.8
Cc1cc(C(=O)N/N=C/c2ccc[nH]2)no1 | 1 | -2 | -6 | 2 | -8 | -8 | i | -1 | i | -0.2
Cc1csc2ncnc(NC3CCN(Cc4ccccc4)CC3)c12 | 0 | -4 | 3 | -2 | -10 | 6 | i | -3 | i | 0.6
COc1cccc(OC)c1C1=NC(C)(C)CO1 | -3 | -5 | 0 | 0 | -11 | 7 | i | -12 | i | -2.2
CCOC(=O)C1=C(CSc2nccn2C)NC(=O)NC1c1ccc(OC)cc1 (centres undefined) | 5 | -1 | 0 | 1 | -3 | -2 | i | 6 | i | -2.0
COc1ccccc1-c1cc(C(=O)N/N=C/c2sccc2C)c2ccccc2n1 | -7 | 1 | 0 | -13 | -2 | -4 | i | 9 | i | 2.3
CCCc1c(C(=O)N/N=C(\C)c2ccc(O)cc2)nnn1-c1nonc1N | 2 | -3 | -3 | -2 | 0 | -5 | i | -1 | i | -2.0
O=C(COc1ccccc1)OCC(=O)c1c[nH]c2ccccc12 | 10 | -3 | 3 | -8 | -6 | 1 | i | -7 | i | 0.7
O=C(Nc1cccnc1)c1cc([N+](=O)[O-])ccc1Cl | 3 | -3 | 1 | 1 | -5 | -26 | i | 1 | i | 0.0
CCC1(C)Cc2ccccc2-c2nc(NCCO)n(-c3ccccc3)c(=O)c21 (centres undefined) | 3 | -1 | -3 | -2 | -2 | 0 | i | 4 | nt | 0.4
Cc1sc2nc(-c3cccnc3)nc(Cl)c2c1-c1ccccc1 | 2 | 2 | -3 | 18 | 6 | -4 | i | 11 | i | 4.5
CC(Oc1ccc2c(c1)oc(=O)c1ccccc12)C(=O)NCCN1CCOCC1 (centres undefined) | 1 | 2 | 5 | -1 | -6 | 0 | i | 4 | nt | 0.2
COc1ccc2nc(NC(=O)CSc3nnc4n3C(C)(C)Cc3ccccc3-4)sc2c1 | 2 | -1 | -2 | -2 | -7 | 1 | i | 12 | i | 1.7
CCCN(CCC)C(=O)c1cc2c(=O)[nH]c3ccc(C)cc3c2s1 | 1 | 4 | 1 | -1 | -8 | 4 | i | 0 | i | 2.2
O=C(CN1CCN(C(c2ccccc2)c2ccccc2)CC1)Nc1ccc(N2CCOCC2)cc1 | -5 | 1 | 1 | -1 | -1 | 0 | i | -1 | i | -0.2
CC1=CC(=O)c2ccccc2C1=O | 1&1 | -3&-2 | 2&0 | -21&-14 | -9&-3 | -30&-9 | i | -1&1 | i | -0.4&-0.7
COc1ccc(C2Nc3ccccc3C(=O)N2c2ccccc2)cc1CSc1ccccn1 (centres undefined) | 1 | 4 | 1 | -2 | 6 | 1 | i | 3 | i | 1.5
COc1cccc(NC(=S)N(Cc2ccco2)C(C)c2ccco2)c1 (centres undefined) | -14 | 0 | -4 | 2 | -2 | 0 | i | -7 | i | -1.0
Cc1cccc(C(=O)Nc2ccccc2C(=O)Nc2ccc(C(=O)O)cc2)c1 | -2 | 0 | -2 | -2 | -10 | 1 | i | -9 | i | -2.2
Cc1ccc(C(=O)OCC(=O)NCc2cc(C)c(O)c(C)c2)cc1S(=O)(=O)N1CCCCC1 | -5 | 10 | 1 | 5 | 24 | 6 | i | 5 | i | 1.6
CC(Sc1nnc(C2CC2)n1-c1ccccc1)C(=O)N1CCNC1=O (centres undefined) | 4 | -2 | 0 | 0 | 5 | 0 | i | 2 | i | -1.0
CCC(C)NC(=O)Cn1cnc2sc(C)c(S(=O)(=O)N3CCN(c4ncccn4)CC3)c2c1=O (centres undefined) | -5 | -5 | 2 | 1 | -6 | 1 | i | 4 | i | -1.5
CCOC(=O)c1sc2nc(CC(=O)OC)nc(NCCN(CC)CC)c2c1C | -2 | 2 | 1 | -2 | 9 | -2 | i | -10 | nt | -0.9
O=C(COC(=O)[C@@H]1CCCN1S(=O)(=O)c1ccc(Cl)cc1)NC1CC1 | 3 | -2 | -3 | 0 | -7 | 1 | i | -2 | i | -0.3
CC(=O)c1ccc(S(=O)(=O)N2CCN(C(C)C(=O)N(C)Cc3ccccc3)CC2)cc1 (centres undefined) | -5 | 0 | 2 | -1 | -4 | 7 | i | 3 | i | 0.1
COCc1ccc(CN2CCCC(CCC(=O)NCc3ccc(C)o3)C2)o1 (centres undefined) | -6 | 0 | -1 | 6 | -12 | -3 | i | -4 | i | -2.0
Clc1ccc(OCc2nn3c(-c4ccco4)nnc3s2)c(Cl)c1 | 19 | 4 | 3 | 39 | 81* | 0 | + | 8 | i | 32
COc1ccc2ccccc2c1/C=N/N1C(=O)CSC1=S | 3 | -2 | 1 | -5 | -9 | -6 | i | 22 | i | 2.2
COc1ccc(-c2noc(CSc3nc4sc(C)c(C)c4c(=O)n3-c3ccccc3)n2)cc1 | -5 | 0 | 2 | 0 | -12 | -2 | i | 9 | i | 0.3
CCN(CC)CCCn1c2c(c(SCC(=O)Nc3ccc4c(c3)OCCO4)nc1=O)CCC2 | 2 | -2 | -2 | 7 | -5 | 0 | i | -2 | i | 0.3
Cc1ccc(C2=NS(=O)(=O)N(C)C(C(=O)NCc3cccs3)=C2)cc1 | 1 | 3 | -2 | -1 | -9 | -29 | i | -9 | i | -0.4
O=C(CCC(=O)Nc1ccc(Br)cc1)N/N=C/c1ccc(F)cc1 | 2 | -3 | 1 | 2 | -7 | 3 | i | -9 | i | 3.0
O=C(COc1ccc(F)cc1)N1CCCc2ccccc21 | 1 | -4 | 3 | 1 | -7 | -2 | i | -4 | i | -0.4
O=S(=O)(/N=C(/Nc1nc2ccccc2s1)c1ccccc1)c1ccccc1 | -2 | -2 | 1 | -3 | -10 | 1 | i | -2 | i | -0.4
O=C(Nc1ccc(Cl)cc1)c1nc[nH]c1C(=O)N1CCN(c2ccccc2)CC1 | 0 | 2 | 1 | -2 | -4 | 4 | i | 1 | nt | -0.1
O=c1[nH]c2ccccc2n2c(-c3ccncc3)nnc12 | -1 | -3 | 0 | -3 | -10 | 13 | i | 1 | i | -0.8
Cc1ccc2cccc(OCc3cccc([N+](=O)[O-])c3)c2n1 | 2 | 3 | -1 | 0 | -9 | -23 | i | -3 | i | 1.8
N#CC1(c2ccccc2)CCC(=O)N1Cc1ccccc1 (centres undefined) | 1 | 1 | 1 | -2 | 4 | 1 | i | -7 | i | -0.3
O=C(CN(CCc1ccccc1)C(=O)CN1C(=O)COc2ccccc21)NCc1ccco1 | -2 | -8 | -4 | 2 | 1 | -2 | i | -7 | i | -1.9
Cc1nnc(NC(=O)CN2CCN(Cc3ccc(F)cc3Cl)CC2)s1 | -2 | 4 | 0 | -5 | -5 | 0 | i | 0 | i | -0.7
Cc1ccc(CNC(=O)c2c(-c3ccccc3)sc3ccccc23)o1 | -5 | 6 | -3 | 2 | -6 | 2 | i | -8 | i | 3.9
CCN(CC)CCCN(Cc1cc2cc(OC)ccc2[nH]c1=O)C(=O)Nc1ccc(F)cc1 | 4 | 1 | 3 | 2 | 6 | 2 | i | -3 | i | 0.2
CCCCNC(=S)N/N=C/c1sccc1C | -3 | 1 | 3 | -4 | -4 | -5 | i | 2 | i | 0.4
CCOc1ccc(CCNC(=O)CSc2cc(=O)n(CC)c3ccccc23)cc1OCC | 4 | -4 | -16 | -4 | -1 | -2 | i | -2 | i | -0.1
Cc1ccc(F)c(NC(=O)CCOc2ccccc2C)c1 | -6 | 1 | 1 | 7 | -2 | 1 | i | 1 | i | 0.5
CC(=O)OC1CCC2C3CCc4cc(OP(=O)(N5CC5)N5CC5)ccc4C3CCC12C (centres undefined) | 0 | 1 | 0 | -37 | nt | -21 | i | -3 | i | -0.5
CCc1ccccc1-n1nnnc1SCC(=O)Nc1ccc(N2CCN(C)CC2)cc1 | -2 | 0 | -2 | -2 | -9 | -8 | i | -7 | i | 1.0
CCOCCOC(=O)C(C)Oc1ccc(Oc2ncc(Cl)cc2Cl)cc1 (centres undefined) | 0 | 0 | 2 | 3 | -7 | -1 | i | -10 | i | -0.2
COc1ccc(CCN(C)C(=O)C23CC4CC(CC(Cl)(C4)C2)C3)cc1OC | 1 | 0 | -2 | -4 | -10 | -38 | i | -5 | i | -8.2
COc1ccc(C(=O)NCCc2nc3cc([N+](=O)[O-])ccc3n2C)cc1 | -2 | -2 | 3 | 1 | -7 | -17 | i | 3 | i | -0.8
Cc1cccc(C)c1NC(=O)CN1CCN(c2ccc(C(F)(F)F)cn2)CC1 | 2 | 2 | 3 | 5 | nt | 10 | i | -1 | i | -0.1
COC(=O)N/N=C/c1cc(Cl)cc(Cl)c1OCc1ccc(F)cc1 | 3 | -4 | 5 | -5 | -11 | -1 | i | -9 | i | 2.0
COc1cc2ncnc(N[C@H](C)c3ccccc3)c2cc1OC | 3 | -1 | 1 | 4 | -1 | 3 | i | -6 | i | 1.5
CC(=O)Nc1ccc(NC(=S)NC(=O)c2oc3ccccc3c2C)cc1 | -2 | 0 | 1 | -4 | -8 | 0 | i | -3 | i | 0.1
O=C(CSc1nnc(-c2ccc3c(c2)OCCO3)o1)N1CCCC1 | 3 | -2 | -1 | 0 | -9 | 1 | i | 8 | i | -0.3
CCCC(=O)Nc1sc2c(c1C#N)CCCCC2 | 6 | 0 | -1 | 2 | -5 | -4 | i | 3 | i | 2.0

An excerpt from above with just CSN inh.
SMILES	CSN inh
CCOCCOC(=O)C(C)Oc1ccc(Oc2ncc(Cl)cc2Cl)cc1 (centres undefined)	0
CCOc1ccc(CCNC(=O)CSc2cc(=O)n(CC)c3ccccc23)cc1OCC	4
CCCC(=O)Nc1sc2c(c1C#N)CCCCC2	6
